# High-throughput results: PubChem BioAssay, National Center for Advancing Translational Sciences (NCATS)
# EPAC1 antagonist = qHTS for Antagonist of cAMP-regulated guanine nucleotide exchange factor 3 (EPAC1): primary screen | Rap guanine nucleotide exchange factor 3 (Homo sapiens), O95398 | EPAC1 GEF assay, Rap1b-BODIPY-GDP exchange fluorescence | 360,000 tested, 0.14% active | Potency, µM (titrated, usually from 115 µM), inactives show at the top dose activity change, negative = inhibition, actives largely listed as inhibitors;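 note: potency is the fitted concentration of half-maximal effect; plate controls were vehicle for no effect and positive control for full effect; nearly all actives have a fitted effect of over 50% in size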
# PTHR1 agonist = qHTS for PTHR1 Agonists: Primary Screen. Potency, µM (doses to about 115 µM), for the others: at the highest dose activation, usual class: activators. HEK293 GP2 PTHR1 cells, GloSensor cAMP luminescence, 1 h. AID 743266, 2014. 410,000 tested, 0.075% active; note: potency is the fitted concentration of half-maximal effect; nearly all actives have a fitted effect of over 55% in size; some results filed as inactive show a strong effect at the top dose; inactives centre near -15; many of its hits are not listed in these tables
# Target sequence (Q03431 whole entry, looked up): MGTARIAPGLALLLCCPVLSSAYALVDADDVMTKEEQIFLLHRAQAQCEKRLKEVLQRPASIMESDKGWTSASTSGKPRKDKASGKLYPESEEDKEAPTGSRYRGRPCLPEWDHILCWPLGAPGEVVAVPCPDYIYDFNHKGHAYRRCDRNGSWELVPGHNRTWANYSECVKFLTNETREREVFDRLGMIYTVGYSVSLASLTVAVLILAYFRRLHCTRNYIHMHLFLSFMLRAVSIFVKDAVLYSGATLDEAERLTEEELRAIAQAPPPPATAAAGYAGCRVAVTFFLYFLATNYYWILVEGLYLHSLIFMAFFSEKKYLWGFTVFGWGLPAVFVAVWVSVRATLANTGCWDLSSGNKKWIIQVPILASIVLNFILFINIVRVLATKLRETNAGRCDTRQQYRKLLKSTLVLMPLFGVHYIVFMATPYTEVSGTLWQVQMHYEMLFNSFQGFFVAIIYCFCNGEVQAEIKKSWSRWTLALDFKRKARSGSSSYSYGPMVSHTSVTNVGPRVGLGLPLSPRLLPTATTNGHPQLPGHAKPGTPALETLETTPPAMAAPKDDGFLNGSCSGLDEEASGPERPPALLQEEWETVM
#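 HEK-293-derived GP2 cells expressing PTHR1 and a GloSensor cAMP reporter, 3,000/well, plated overnight, given luciferin plus IBMX (each 0.5 mM as added) for 1 h at 37 °C, then compound for 1 h at 37 °C. Luminescence was read after 15 min at room temperature.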
# HEK293 tox = qHTS of GLP-1 Receptor Inverse Agonists: Cytotox Screen; HEK293 cAMP-luciferase reporter cells, luminescence, 24 h; Potency, µM (top dose mostly 38.3 µM), without a hit: at the top dose activity change, negative = inhibition, usual class: inhibitors; 410,000 tested, 0.13% active;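 note: loss of luciferase light is scored as toxicity; potency is the fitted concentration of half-maximal effect; % is set by controls: 0 for no effect and ±100 for the full control effect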
#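 MLSMR compounds, 24 hr on cells at 37 deg C/5% CO2; luminescence after luciferase reagent (12 min RT). Inhibition counted as the undesired cytotoxic outcome.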
# GLP-1R inv ag = qHTS of GLP-1 Receptor Inverse Agonists (Inhibition Mode); HEK293 GLP-1R CRE-luciferase, luminescence, 24 h; GLP-1R form is constitutively active; Potency, µM (series often up to 38.3 µM), inactives show top-dose activity change, negative = inhibition, usual class: inhibitors; 410,000 tested, 1.6% active; note: potency is the fitted concentration of half-maximal effect; % is set by controls: 0 for no effect and ±100 for the full control effect; nearly all actives have a fitted effect of over 55% in size
#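 Cells are plated, allowed 12 hours at 37 deg C, then treated with compounds for 24 hr before luciferase detection reagent is added and luminescence is read after 12 min at room temperature. The HEK293 line carries constitutively active GLP-1R with a cAMP-responsive reporter.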
# IL-2 act = qHTS of IL-2 Activators; IL-2 activation reporter assay, cell-based qHTS; stimulated with anti-CD3/CD4/CD28 beads; in transgenic mouse T cells; activation, % (series mostly up to about 46 µM); 360,000 tested, 0.065% active; AID 652025, 2013; in the data active = activation above about 50%; inconclusive = mostly about 30% to 49%; note: 0% is about no effect
#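 Unstimulated transgenic mouse T cells; 60-min compound exposure; bead-based TCR/CD4/CD28 stimulation; 18 h culture, 37 degrees C; dual fluorescence (EGFP, DsRed) plate cytometry.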
# EPAC1 agonist = qHTS for Agonist of cAMP-regulated guanine nucleotide exchange factor 3 (EPAC1): primary screen; Rap guanine nucleotide exchange factor 3 (Homo sapiens), O95398; EPAC1 agonist qHTS, biochemical assay; response scale: 100% = response to 6.5 mM cAMP; 360,000 tested, 0.073% active; Potency, µM (top dose mostly 154 µM), for the others: at the top dose activation, usual class: activators; note: potency is the fitted concentration of half-maximal effect; nearly all actives have a fitted effect of over 60% in size
#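 Read-out is the fluorescence drop as BODIPY-GDP leaves Rap1B (480 nm excitation, 540 nm emission), recorded every 5 minutes over 30 minutes. Reactions held 100 nM EPAC1, 250 nM Rap1B–BODIPY-GDP and 50 uM GDP, with 6.5 mM cAMP setting full activation.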
# GLP-1R agonist = qHTS of GLP-1 Receptor Agonists | Glucagon-like peptide 1 receptor (Homo sapiens), P43220 | HEK293 GLP-1R CRE-luciferase, luminescence, 4-6 h; cells express a hypersensitive GLP-1R form | Potency, µM (highest dose often 45.6 µM), for inactives: top-dose activation, most hits filed as activators | 380,000 tested, 0.007% active; note: potency is the fitted concentration of half-maximal effect; % of control where 0% means no effect
# PLK1 PBD inh = qHTS for Inhibitors of PLK1-PDB (polo-like kinase 1 - polo-box domain): Primary Screen; Plk1 PBD binding of FITC phosphopeptide, fluorescence polarization; 360,000 tested, 2.8% active; Serine/threonine-protein kinase PLK1 (Homo sapiens), P53350; Potency, µM, for the others: max response, negative = inhibition, usual class: inhibitors; note: potency is the fitted concentration of half-maximal effect; series mostly up to about 57 µM; % is set by controls: 0 for no effect and ±100 for the full control effect; nearly all actives have a fitted effect of over 65% in size
# PI5P4K alpha inh = qHTS for Inhibitors of phosphatidylinositol 5-phosphate 4-kinase (PI5P4K); 330,000 tested, 1.2% active; PI5P4Kalpha enzyme, ADP-Glo luminescence, 60 min; stronger effect = lower value; max response, %; active = max response of -50% or lower; inconclusive = between -30% and -50%; inactive = -30% or higher; note: value at the top dose of about 77 µM; % is set by controls: 0 for no effect and ±100 for the full control effect
# Target sequence (P48426 whole entry, looked up): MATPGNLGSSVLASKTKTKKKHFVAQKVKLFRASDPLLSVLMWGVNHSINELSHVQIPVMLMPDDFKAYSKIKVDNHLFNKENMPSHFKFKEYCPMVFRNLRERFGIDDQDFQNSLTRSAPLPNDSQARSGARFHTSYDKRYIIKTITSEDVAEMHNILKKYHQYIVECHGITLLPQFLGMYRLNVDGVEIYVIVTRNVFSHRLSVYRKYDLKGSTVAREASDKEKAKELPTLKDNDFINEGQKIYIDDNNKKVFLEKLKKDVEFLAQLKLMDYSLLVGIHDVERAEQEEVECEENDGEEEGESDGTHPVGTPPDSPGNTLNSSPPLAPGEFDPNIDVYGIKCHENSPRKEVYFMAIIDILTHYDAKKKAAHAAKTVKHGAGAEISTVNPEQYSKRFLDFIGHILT
#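 Single end-point luminescence (ADP-Glo) quantified ADP from PI5P4Kalpha turnover; ATP 5 microM final, 1 h at RT, 0.1% CHAPS and 0.28 mM EGTA in HEPES pH 7.4.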
# * marks the source's active call; other numbers are inactive results; i = inactive; ? = inconclusive; · = no result given; & = joins results of further samples; [ ] = dose if it differs, or a comment. Unless noted, calls come from the whole dose curve; as a rule, active = well fitted curve in the direction sought with a large enough effect; inconclusive = small, poorly fitted or top-dose-only effect, or another doubt; inactive = no such curve, though single readings can be large; an effect the other way counts as inactive or inconclusive.
SMILES,EPAC1 antagonist,PTHR1 agonist,HEK293 tox,GLP-1R inv ag,IL-2 act,EPAC1 agonist,GLP-1R agonist,PLK1 PBD inh,PI5P4K alpha inh
CCCn1c(=S)[nH]c2cc(C(=O)N3CCCC(C(=O)OCC)C3)ccc2c1=O (stereo not given),-7.2%,-95.0%[inhibitor],20.3%,0.0%,-4.3,0.0%,0.9%,-4.9%,·
Cc1ccc(C)c(CN2C(=O)c3ccccc3S(=O)(=O)c3ccc(C(=O)N4CCN(C)CC4)cc32)c1,-2.7%,-23.2%,-16.0%&-13.0%,-29.9%&-9.9%,-0.2,6.8%,1.2%,-11.5%,-0.1
Cc1ccc(CNC(=O)Cn2c(=O)n(-c3ccc(C)cc3)c(=O)c3c2c2cc(C)ccc2n3C)cc1,·,i,-3.0%,0.7%,·,·,-0.8%,·,·
COc1ccc(/C=N/Nc2cc(N(C)C)nc(N(C)C)n2)cc1,-15.0%,i,-28.7%,?,-2.0,11.8%,-0.7%,-0.9%,0.7
O=C(Cn1cnc2c(oc3ccccc32)c1=O)NCc1ccco1,16.7%,-7.9%[57.5 µM],-9.5%,-6.6%,1.1,-4.3%,-0.2%,-0.1%,·
CCN(CC)S(=O)(=O)c1ccc2c(c1)nc(SCC(=O)N(C)C1CCS(=O)(=O)C1)n2CC (stereo not given),?,i,-1.1%,-10.2%,0.3,9.4%,5.6%,-2.2%,-1.7
CC1CCN(C(=O)CCNS(=O)(=O)c2ccc(Cl)cc2)CC1,-1.1%,-1.9%,3.4%,-2.3%,0.3,-4.4%,3.1%,-4.2%,-11.0
COc1ccc(CCCC(=O)N/N=C\c2cccs2)cc1,16.0%,-9.8%,-4.0%,-8.8%,3.9,-3.8%,27.2%,0.0%,-7.6
Cc1cccn2c(=O)c3cc(C(=O)NCCN4CCOCC4)c(=N)n(CCN4CCOCC4)c3nc12,-19.1%,-2.2%,0.0%,-6.5%,-3.8,0.2%,3.0%,-6.3%,6.4
Cc1cc(OC(C)C(=O)Nc2ccccc2C(=O)N2CCCC2)ccc1Cl (stereo not given),15.8%,-8.8%,11.3%,?,-4.2,2.1%,13.9%,2.1%,-0.4
Cn1cc(S(=O)(=O)NCc2cccs2)c(=O)n(C)c1=O,5.7%,i,4.0%,5.9%,0.9,2.6%,10.2%,-1.5%,-1.1
O=C(NCCN1CCOCC1)c1ccc2c(c1)ncn2C1CCCC1,4.9%,-22.4%,-2.8%,10.8%,-1.4,11.8%,4.6%,-5.0%,6.2
Cc1cccc(N(CC(=O)NCc2ccccc2)C(=O)Cn2nnc(-c3ccc(C)o3)n2)c1,4.0%,i,-2.8%,-64.4%,-0.7,-9.9%,1.6%,-9.0%,·
CCOc1ccc(CCNC(=O)COC(=O)c2cccc(S(=O)(=O)N3CCOCC3)c2)cc1OCC,6.7%,i,-3.8%,47.7%[activator],4.9,4.5%,18.3%,-6.6%,1.0
CC(=O)c1c(C)oc2ccc(NS(=O)(=O)c3ccc(O)c(C(=O)O)c3)cc12,0.2%,i,24.8%,0.4%,1.5,-9.6%,8.4%,-16.8%,-20.7
CCCOc1ccc2c3c(c(=O)oc2c1)CCCC3,-11.5%,-19.6%,-3.4%,1.1%,-1.5,16.2%,?,7.52µM*,-26.4
O=C(C[C@H]1CC[C@@H]2[C@H](COC[C@H](O)CN2Cc2cccc(C(F)(F)F)c2)O1)NCCc1ccccc1,-6.8%,i,-1.9%,-10.4%,-0.4,-3.5%,·,-2.2%,-3.5
S=C(NNc1cccc(Cl)c1)NC1CCCCC1,-6.8%,-3.5%,?,10µM*,-5.4,1.8%,9.5%,0.0%,0.9
COc1ccc(CCNC(=O)Cn2c([N+](=O)[O-])cnc2C)cc1OC,-22.6%,-7.7%,11.7%,1.2%,-3.6,1.9%,0.4%,-7.2%,2.5
COc1ccc(CN2[C@@H](CC(=O)O)c3cc(F)ccc3S2(=O)=O)cc1,0.2%,7.6%,19.9%,-2.6%,1.1,-6.2%,-0.4%,-19.4%,1.5
COc1ccc(Cl)cc1-c1cc(C(=O)NCc2cccs2)[nH]n1,-6.0%,i,-6.8%,?,0.0,7.5%,11.3%,-5.7%,6.0
CC12CCC(O)CC1=CCC1C2CCC2(C)C3=NN=CC3CC12 (stereo not given),6.5%,i,?,62.2%[activator],1.6,2.6%,7.7%,6.9%,1.4
CC(C)CCSc1cc(NCCO)c([N+](=O)[O-])c2nonc12,-22.6%,-41.6%[inhibitor],4.3%[0.307 µM],9.1%[0.307 µM],-0.8,-10.7%,-0.6%,-25.9%,0.0
CC(C)(C)OC(=O)N1CCC(c2cc(=O)n3[nH]cc(C(=O)NC4CCCC4)c3n2)CC1,?,-1.2%,2.8%,24.0%,-2.1,-20.5%,1.5%,-21.8%,?
COC(=O)c1c(S(N)(=O)=O)c2ccccc2n1C,1.3%,i,0.3%,1.0%,-1.0,-2.6%,-11.2%,0.2%,-0.8
# Remaining list, next part.
SMILES,EPAC1 antagonist,PTHR1 agonist,HEK293 tox,GLP-1R inv ag,IL-2 act,EPAC1 agonist,GLP-1R agonist,PLK1 PBD inh,PI5P4K alpha inh
CCOc1ccc(NC(=O)CSc2cn[nH]n2)cc1,-11.2%,i,-2.8%,6.2%,0.9,-9.7%,-1.8%,-2.2%,7.5
CC1CCCN(C(=O)Cn2c(-c3nonc3N)nc3ccccc32)C1 (stereo not given),-0.6%,i,-11.7%,6.1%,-1.5,-2.7%,-9.3%,-0.5%,·
COC(=O)c1c(NC(=O)CN2C(=O)C(=O)N(CC(C)C)C2=O)sc2c1CCCCC2,-7.0%,i,1.3%[1.53 µM],-10.5%,2.4,-2.6%,12.4%,-6.2%,5.4
COc1ccc(CNC(=O)CCc2nnc3ccc(NCCCN4CCCC4=O)nn23)cc1,-11.8%,i,-11.6%,64.9%[activator],-1.3,3.3%,9.4%,0.8%,-0.8
CCOC(=O)c1c(C#N)cnn1-c1ccc(C)cc1,-10.6%,-3.7%,33.6%,32.5%[activator],0.3,15.2%,-12.6%,-10.4%,-1.1
Oc1c(Br)cc(Br)cc1C=Nc1cccc2ncccc12,7.1%,-1.9%,2.4%,?,1.1,-10.9%,-6.5%,-23.2%,?
COc1ccc(C2/C=C\CN(S(=O)(=O)c3cccs3)CC(=O)N2Cc2ccc(F)cc2)cc1 (stereo not given),-8.7%,-16.0%,-24.1%,-15.7%,-0.1,7.8%,2.5%,-4.1%,0.6
COc1ccc(-n2c(=S)[nH]c3cc(C(=O)NCc4ccco4)ccc3c2=O)cc1OC,-8.5%&-18.3%,-6.1%,-9.9%&1.5%,1.7%&1.4%,-0.2&0.4,-17.1%&-3.8%,-19.1%&-0.9%,?,-10.8&-9.9
COc1ccc(/C=N\NC(=O)c2ccccc2Br)cc1COc1c(F)c(F)cc(F)c1F,?,-34.5%[inhibitor],?,?,-1.8,1.1%,-2.3%,-5.5%,18.0
Cc1ccc(NC(=O)CCC(=O)NNC(=O)Nc2cccc(Cl)c2)c(C)c1,15.1%,i,-2.3%,?,-0.7,-6.6%,-3.6%,-8.6%,-3.2
Cc1nn2c(-n3ccnc3C)c3c(nc2c1-c1ccccc1)CCC3,-0.9%,-18.4%,-21.0%,0.0%,-1.6,-0.6%,8.0%,4.5%,·
CC(C)N=c1scc(-c2cccs2)n1/N=C/c1ccc(O)c(O)c1O,?,i,?,8.7%,-0.5,15.1%,0.6%,?,-60.2*
O=C(COC(=O)c1cc(=O)[nH]c2ccccc12)NCCc1ccccc1,-3.3%,-17.4%,12.4%,2.9%,0.8,0.2%,11.3%,-6.6%,0.1
O=C1c2cccnc2C(=O)N1Cc1ccc(Cl)cc1,-12.6%,-10.4%,-4.9%,1.0%,1.2,2.8%,-12.5%,-10.9%,·
Cc1cc(C)nc(NNC2=CC(=[N+]3CCCC3)CCC2)n1,-11.9%,i,12.2%[7.66 µM],-0.3%[7.66 µM],1.9,6.4%,0.9%,-20.8%,0.5
Cc1onc(-c2ccccc2)c1C(=O)Nc1nnc(CC(C)C)s1,-14.9%,i,5.8%,?,2.0,-0.5%,2.4%,-8.6%,8.0
Fc1ccccc1-c1nc(NCc2ccccc2)c2ccccc2n1,-0.6%,i,12.9%,?,-2.0,14.0%,17.3%,0.8%,-0.2
CN(Cc1ccccc1)CC(O)COc1ccc(CNCCCOc2cccnc2)cc1 (stereo not given),4.7%,6.4%,?,?,4.1,-8.1%,-4.0%,-9.0%,24.1
CCOc1ccccc1CNS(=O)(=O)c1cc(-c2cc(C)no2)ccc1C,-4.3%,-16.8%,-11.0%,?,-5.1,7.2%,25.6%,-12.1%,3.2
O=C(COC(=O)c1cccnc1Cl)c1ccc2c(c1)OCCO2,-8.4%,-33.4%,6.3%,4.7%,-0.7,0.4%,4.6%,-7.2%,-6.6
C/C=C/c1ccc(OCCOc2cc(C=O)ccc2OC)c(OC)c1,-9.2%,-63.6%[inhibitor],-5.1%,?,-0.4,9.9%,3.8%,-8.2%,0.0
Cc1ccc(/C=C2\SC(=S)N(c3c(C)n(C)n(-c4ccccc4)c3=O)C2=O)cc1,-5.7%,-3.2%[57.5 µM],-15.2%,?,1.0,2.7%,-0.4%,-14.2%,·

# The list is partial; count on the stated rates, not on these rows.
